From PubChem
TMEM16A act: activates or potentiates the mouse TMEM16A chloride channel; Q8BHY3; HEK293 TMEM16A/YFP-H148Q/I152L, iodide quench fluorescence; stronger effect = lower value; B-score at 10 µM; 340,000 compounds, 0.3% hits; AID 623877;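 active means fluorescence-ratio B-score plate-corrected deviation score at least 3 library SD below zero, with starting fluorescence score within 5 deviations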;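 further: channel opened by trigger with iodide after compound preincubation; score built on the fluorescence ratio of max minus min over baseline; more negative score means more quench and so TMEM16A activation or potentiation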
Target sequence (Q8BHY3 whole entry, looked up): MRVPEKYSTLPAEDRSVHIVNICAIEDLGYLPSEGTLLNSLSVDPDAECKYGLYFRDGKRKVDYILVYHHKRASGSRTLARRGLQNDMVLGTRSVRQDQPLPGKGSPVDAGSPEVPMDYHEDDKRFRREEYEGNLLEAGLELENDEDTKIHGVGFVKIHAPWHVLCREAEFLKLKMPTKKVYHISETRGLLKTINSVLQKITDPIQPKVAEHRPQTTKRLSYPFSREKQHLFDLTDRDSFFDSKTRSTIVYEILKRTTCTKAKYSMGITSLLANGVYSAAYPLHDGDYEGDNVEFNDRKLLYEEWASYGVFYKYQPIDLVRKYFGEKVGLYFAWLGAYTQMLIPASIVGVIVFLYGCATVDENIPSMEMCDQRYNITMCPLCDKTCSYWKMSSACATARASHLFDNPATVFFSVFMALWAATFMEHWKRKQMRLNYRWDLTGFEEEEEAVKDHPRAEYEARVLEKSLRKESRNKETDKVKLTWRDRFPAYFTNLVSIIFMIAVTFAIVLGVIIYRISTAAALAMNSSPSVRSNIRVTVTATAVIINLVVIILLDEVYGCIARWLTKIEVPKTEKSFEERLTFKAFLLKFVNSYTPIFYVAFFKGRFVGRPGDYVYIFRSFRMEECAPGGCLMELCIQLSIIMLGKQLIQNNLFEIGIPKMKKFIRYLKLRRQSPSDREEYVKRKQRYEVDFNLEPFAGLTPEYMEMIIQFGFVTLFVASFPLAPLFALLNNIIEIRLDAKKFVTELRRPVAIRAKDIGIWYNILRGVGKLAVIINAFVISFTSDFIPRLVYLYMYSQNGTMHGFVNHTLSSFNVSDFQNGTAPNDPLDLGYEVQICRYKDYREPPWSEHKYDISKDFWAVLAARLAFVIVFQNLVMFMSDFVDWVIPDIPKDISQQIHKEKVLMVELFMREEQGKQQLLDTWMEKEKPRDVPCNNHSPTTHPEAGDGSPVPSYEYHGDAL
* marks the source's active call; other numbers are inactive results; i = inactive. Not all compounds are listed (hit frequency here may not be typical).

TMEM16A act,molecule
i,O=C(/C=C/c1cccc(C(F)(F)F)c1)OCC(=O)N1CCN(c2ccccc2)CC1
i,COc1ccc([C@H]2CC(=O)C=C(c3ccc(NC(C)=O)cc3)C2)cc1OC
i,COc1ccc(CCNC(=O)CN2CCC(n3nnc4cc(F)ccc43)CC2)cc1OC
i,O=C(CC(=O)c1ccncc1)c1ccccc1
i,COc1cccc(CC(=O)Nc2cc(S(=O)(=O)N3CCOCC3)ccc2OC)c1
i,CC1(NC(=O)Cc2c(Cl)cccc2Cl)CCS(=O)(=O)C1 (centres undefined)
i,CCN(C(=O)COC(=O)CNC(=O)C1CCCCC1)c1ccccc1
i,O=C(CN1CCN(S(=O)(=O)c2ccc(F)cc2)CC1)Nc1ccnn1C1CCCC1
i,COc1cccc(C2c3cc4c(cc3OC(N3CCCC3)C2C)OCO4)c1O (centres undefined)
i,COc1cc(-c2noc(C)c2C(=O)NCC[C@@H]2CCCN2C)cc(OC)c1OC

TMEM16A act,molecule
i,COCCCN(C(=O)c1ccc(-c2ccc(C(C)=O)cc2)o1)c1c(N)n(CC(C)C)c(=O)[nH]c1=O
i,CCCCCn1c(SCC(=O)c2ccccc2)nc2cc(C(=O)NCC3CCCO3)ccc2c1=O (centres undefined)
i,O=C(CCNC(=O)c1ccccc1Cl)Nc1cccc(S(=O)(=O)N2CCCCC2)c1
i,Cc1cc(C(=O)OCC(=O)N(C)c2ccccc2)c2ccccc2n1
i,O=C(CCCN=C1NS(=O)(=O)c2ccccc21)Nc1ccc(Cl)cc1
i,CCCn1c(C)cc(/C=C(\C#N)C(=O)OCC(=O)Nc2cccc(S(N)(=O)=O)c2)c1C
i,C=CS(=O)(=O)N(Cc1ccc(Cl)c(Cl)c1)C[C@@H](O)CO
i,C#CCOCCOCCOCCNc1nc(N2CCN(C(=O)[C@H](CC(N)=O)n3cc([C@@H](N)CC(N)=O)nn3)CC2)nc(N2CCN(C(=O)[C@H](CC(N)=O)n3cc([C@@H](N)CC(N)=O)nn3)CC2)n1
i,O=C(NN=Cc1ccccc1O)C(O)c1ccccc1 (centres undefined)
i,COc1cccc(NC(=O)CN(C)C(=O)CC2CCCCC2)c1

TMEM16A act,molecule
i,CC1(C)C2(C#N)C(=O)NC(=O)C12C#N (centres undefined)
i,COc1ccccc1C(=O)OCc1c(-c2ccccc2)ncc2ccccc12
i,CC1(C)NC(=O)N(CCC(=O)Nc2cc(C(F)(F)F)ccc2Cl)C1=O
i,COc1cc(OC)cc(-c2c(-c3cccs3)c3cc(-c4ccn[nH]4)ccc3n2C)c1
i,CCOc1ncccc1C(=O)OCC(=O)Nc1cc(S(=O)(=O)N2CCCCC2)ccc1Cl
i,CCC(C(=O)OCC(=O)N1CCN(S(=O)(=O)c2ccc(C)cc2C)CC1)c1ccccc1 (centres undefined)
i,N#CCCN(C(=O)COC(=O)C1CCN(S(=O)(=O)c2ccccc2C(F)(F)F)CC1)c1ccccc1
i,COc1ccc(NS(=O)(=O)c2ccc(C(=O)N3CCCCCC3)cc2)cc1
i,CC(C)Cn1c(N)c(C(=O)COC(=O)c2ccc(Br)cc2)c(=O)n(C)c1=O
i,O=C(COC(=O)c1n[nH]c(=O)c2ccccc12)NCc1ccccc1

At a glance, 14 of the compounds above.
TMEM16A act,molecule
i,C=CS(=O)(=O)N(Cc1ccc(Cl)c(Cl)c1)C[C@@H](O)CO
i,C#CCOCCOCCOCCNc1nc(N2CCN(C(=O)[C@H](CC(N)=O)n3cc([C@@H](N)CC(N)=O)nn3)CC2)nc(N2CCN(C(=O)[C@H](CC(N)=O)n3cc([C@@H](N)CC(N)=O)nn3)CC2)n1
i,O=C(NN=Cc1ccccc1O)C(O)c1ccccc1 (centres undefined)
i,COc1cccc(NC(=O)CN(C)C(=O)CC2CCCCC2)c1
i,CC1(C)C2(C#N)C(=O)NC(=O)C12C#N (centres undefined)
i,COc1ccccc1C(=O)OCc1c(-c2ccccc2)ncc2ccccc12
i,CC1(C)NC(=O)N(CCC(=O)Nc2cc(C(F)(F)F)ccc2Cl)C1=O
i,COc1cc(OC)cc(-c2c(-c3cccs3)c3cc(-c4ccn[nH]4)ccc3n2C)c1
i,CCOc1ncccc1C(=O)OCC(=O)Nc1cc(S(=O)(=O)N2CCCCC2)ccc1Cl
i,CCC(C(=O)OCC(=O)N1CCN(S(=O)(=O)c2ccc(C)cc2C)CC1)c1ccccc1 (centres undefined)
i,N#CCCN(C(=O)COC(=O)C1CCN(S(=O)(=O)c2ccccc2C(F)(F)F)CC1)c1ccccc1
i,COc1ccc(NS(=O)(=O)c2ccc(C(=O)N3CCCCCC3)cc2)cc1
i,CC(C)Cn1c(N)c(C(=O)COC(=O)c2ccc(Br)cc2)c(=O)n(C)c1=O
i,O=C(COC(=O)c1n[nH]c(=O)c2ccccc12)NCc1ccccc1

Next part.
TMEM16A act,molecule
i,Cn1cc(S(=O)(=O)N2CCOCC2)cc1C(=O)O
i,COc1cc(NC(=O)c2[nH]cnc2C(N)=O)cc(C(=O)Nc2cccc(C(F)(F)F)c2)c1
i,O=C(COC(=O)C1CC(=O)N(Cc2ccco2)C1)Nc1ccccc1[N+](=O)[O-] (centres undefined)
i,COc1ccc(S(=O)(=O)N2CCOCC2)cc1NC(=O)CSc1nnc(NC2CC2)s1
i,Nc1ccc2c(c1)C(=O)c1cc(N)c(Cl)cc1-2
i,O=C(NN=Cc1ccccc1)c1ccccc1
i,CC(=O)N1CCN(C(=O)CN2C(=O)NC(C)(c3ccc4ccccc4c3)C2=O)CC1 (centres undefined)
i,CCOc1cc(N2CCOCC2)c(OCC)cc1NC(=O)c1cc(S(=O)(=O)N2CCOCC2)ccc1Cl
i,COc1ccc(N2CCN(C(=O)COC(=O)CSc3ccccc3)CC2)cc1
i,Cc1nc(SCC(=O)NCC2CCCO2)nc(C)c1C (centres undefined)

TMEM16A act,molecule
i,O=C(c1ccccc1)C1OC1C(=O)c1ccccc1 (centres undefined)
i,NC(=S)NN=C1c2ccccc2-c2cc(Br)ccc21
i,COc1cc(C(=O)OCCCc2cc3ccccc3c(=O)o2)cc(OC)c1OC
i,CN(C(=O)c1cccc(NC(=O)Cc2ccc([N+](=O)[O-])cc2)c1)C1CCCC1
i,CCOC(=O)C1CCN(C(=O)c2cccc(S(=O)(=O)N3CCCc4ccccc43)c2)CC1
i,CCOc1ccc(C(C)=O)cc1COC(=O)c1ccccc1C(=O)N(C)Cc1ccccc1
i,COc1ccc(S(=O)(=O)N2CCCCC2)cc1NC(=O)COC(=O)c1ccco1
i,COc1cccc(CC(=O)OCC(=O)Nc2c(C)nn(-c3ccccc3)c2C)c1
i,COc1cccc(CN(C)C(=O)CN2C(=O)NC3(CCCc4ccccc43)C2=O)c1 (centres undefined)
i,Cc1c(C(=O)N2CCN(c3ccccc3)CC2)oc2c(Cl)cccc12

TMEM16A act,molecule
i,COc1ccc(NC(=O)CN(C)CC(=O)N(CC(C)C)c2c(N)n(CC(C)C)c(=O)[nH]c2=O)cc1
i,O=C(NC1CC1)c1cccc(S(=O)(=O)N2CCOCC2)c1
i,CCCOc1ccc(NC(=O)CC2C(=O)Nc3ccccc3N2CC(=O)N2CCCC2)cc1 (centres undefined)
i,COc1ccc(C2=CC(=O)C[C@H](c3ccc(F)cc3)C2)cc1OC
i,Cc1nn(-c2ccccc2)c(C)c1C(=O)OC(C)C(=O)Nc1ccc(C(N)=O)cc1 (centres undefined)
i,COc1ccc(CC(=O)OCC(=O)Nc2ncc(Cl)c(C)c2Cl)cc1
i,COc1ccc(C)cc1NC(=O)COC(=O)c1ccc2ccccc2n1
i,COc1cccc(OC)c1C(=O)OCC(=O)N1CCC(Cc2ccccc2)CC1
i,COC(=O)[C@]1(C)CCC[C@@]2(C)C3CC[C@@]4(C)C[C@]3(CCC21)CC(=O)N4 (some centres undefined)
i,Cc1cc(-c2nc3ncccc3o2)ccc1NC(=O)c1ccc([N+](=O)[O-])o1

TMEM16A act,molecule
i,CC(CCc1ccccc1)NC(=O)CCNC(=O)c1ccccc1Cl (centres undefined)
i,COc1ccc(C)cc1-n1nnnc1SC(C)C(=O)NC1CCCC1 (centres undefined)
i,COc1ccc(NC(=O)CCCc2nc3ccccc3c(=O)[nH]2)cc1Cl
i,O=C(Cn1cc(C(F)(F)F)ccc1=O)Nc1ccc2c(c1)OCCO2
i,CC1CCCCN1C(=S)NC(=O)c1ccco1 (centres undefined)
-31*,O=C(COC(=O)c1ccc(O)cc1)Nc1cccc(S(=O)(=O)NC2=NCCC2)c1
i,CC(C)CCCC(C)NC(=O)c1cc(S(=O)(=O)N2CCCCC2)ccc1N1CCOCC1 (centres undefined)
i,C[C@H](CO)N1C[C@H](C)[C@@H](CN(C)C(=O)Nc2ccc3c(c2)OCO3)Oc2c(NS(=O)(=O)c3ccc(F)cc3)cccc2C1=O
i,O=C(COC(=O)C1CCCCC1)NCCc1ccccc1
i,CNc1snc(C)c1C(=O)OCC(=O)NCc1ccccc1OC

TMEM16A act,molecule
i,Cc1ccc(S(=O)(=O)NCCNS(=O)(=O)c2ccccc2Br)cc1
i,N/C(=N\OC(=O)COc1ccc(Cl)cc1Cl)c1ccncc1
i,O=S(=O)(c1ccc2c(c1)OCCO2)N1CCN(S(=O)(=O)c2c(F)cc(F)cc2F)CC1
i,CC1(C)CC2CC(C)(CN2C(=O)COC(=O)c2cncc(Br)c2)C1 (centres undefined)
i,COc1ccc(NC(=O)C2CC3C=CC2C3)c([N+](=O)[O-])c1 (centres undefined)
i,CC(C)(C)[C@@H]1COC(=O)[C@H](Cc2ccc(F)cc2)C/C=C\C[C@H](CC(=O)N(CCO)Cc2ccccc2)C(=O)N1
i,COc1ccc(N2N=NN(C(C)C)C2=C(Cl)c2nnnn2-c2ccc(OC)cc2)cc1
i,COc1ccccc1COC(=O)C(NC(=O)c1ccc(C)cc1)C(C)C (centres undefined)
i,Cc1cccc(C)c1NC(=O)CN1CCN(CC(=O)c2cc(C)n(C3CC3)c2C)CC1
i,CC1CCCC(NC(=O)COC(=O)c2ccc([N+](=O)[O-])o2)C1C (centres undefined)

TMEM16A act,molecule
i,COc1ccc(C(=O)OCC(=O)c2ccc(F)cc2)cc1OC
i,CC1CCCC(C)N1CCOc1cc(N)ccc1C#N (centres undefined)
i,OC(CNCCN1CCNCC1)Cc1ccccc1 (centres undefined)
i,CCOC(=O)[C@H]1[C@H]2COc3cc(OC)ccc3[C@@H]2N2C(=O)CN(Cc3ccc(OC)cc3)C(=O)[C@@]12C
i,COC(=O)[C@H](CCSC)NC(=O)Cn1cnc2c(OCc3ccccc3)ncnc21
i,Cc1nn(CC(=O)N(C)C)c(C)c1S(=O)(=O)N1CCOCC1
i,CCOc1ccc(/C(CCC(=O)O)=N/NC(=O)c2cccc(S(=O)(=O)Nc3ccccc3OC)c2)cc1
i,CCCCn1nc(C(=O)Nc2ccc3c(c2)OCCO3)c2ccccc2c1=O
i,COC(=O)c1ccc(C)cc1C1CN=NC12Cc1cc(C)ccc1C2=O (centres undefined)
i,O=C(Cc1ccc(F)cc1)N[C@@H]1c2ccccc2CC[C@H]1OCc1ccccc1

TMEM16A act,molecule
i,N#CCC(=O)Nc1ccc(C(=O)OCC(=O)c2c[nH]c3ccccc23)cc1
i,O=S(=O)(Nc1ccccc1-c1ccccc1)c1ccccc1
i,CC1CC1C(=O)OCC(=O)Nc1cc(S(=O)(=O)N2CCCCC2)ccc1Cl (centres undefined)
i,Cc1noc(C)c1NC(=O)Nc1cccc2c1O[C@H](CN(C)S(=O)(=O)c1ccc(F)cc1)[C@@H](C)CN([C@H](C)CO)C2=O
i,CCC(C)NC(=O)c1ccc(NC(=O)CC2SC(N3CCCCC3)=NC2=O)cc1 (centres undefined)
i,COC(=O)c1ccc(COC(=O)CNC(=O)c2ccc(C)s2)cc1
i,CCC(C)NC(=O)c1ccc(Cl)c(S(=O)(=O)Nc2ccccc2N2CCOCC2)c1 (centres undefined)
i,O=C(COc1ccc(Cl)cc1Br)N1CCN(c2ncccn2)CC1
i,CC1CCN(c2ccc3c(c2)S(=O)(=O)c2cccc(C(=O)NC4CC4)c2C3=O)CC1
i,CCOC(=O)N1CCN(C(=O)c2cn(-c3ccc(C)c(C)c3)c(=O)c3ccccc23)CC1

TMEM16A act,molecule
i,CC(=O)Nc1ccc(NC(=O)C(C)Sc2nnc(-c3ccc4c(c3)OCO4)o2)cc1 (centres undefined)
i,CN1CCN(NC(=O)c2c(-c3ccccc3)sc3ccccc23)CC1
i,CC(C#N)(NC(=O)CN1CCN(S(=O)(=O)c2ccc(Br)cc2Cl)CC1)C1CC1 (centres undefined)
i,O=C(CN1CCN(CC(=O)c2ccc(Cl)cc2)CC1)c1ccc(Cl)cc1
i,O=C(c1ccc(=O)[nH]n1)N1CCN(S(=O)(=O)c2ccccc2F)CC1
i,CCOc1ncccc1C(=O)Nc1cc(S(=O)(=O)N2CCCCC2)ccc1OC
i,CC(C)CC(=NNC(=O)c1ccncc1)c1cc(Cl)ccc1O
i,Cc1ccc(C(=O)N2CCC(C(=O)c3ccc(F)cc3)CC2)cc1
i,Cc1ccc(C(=O)Nc2ccc3c(c2)OCCO3)cc1S(=O)(=O)N1CCOCC1
i,Cn1c(SCC(=O)Nc2nccs2)nnc1-c1cccnc1

TMEM16A act,molecule
i,COCCn1c(C)cc(C(=O)COC(=O)c2ccc(S(=O)(=O)N(C)C)cc2)c1C
i,Cc1ccc(COC(=O)c2cc(S(=O)(=O)N3CCOCC3)ccc2C)cc1
i,CCC/C(C#Cc1ccsc1)=C1/c2ccccc2C(=O)N1c1ccccc1
i,CC(OC(=O)c1ccc(-n2cnnn2)cc1)C(=O)Nc1ccc(F)c(F)c1F (centres undefined)
i,Cc1ccc(S(=O)(=O)NCCC(=O)NCCOc2ccccc2)cc1
i,CN(C)S(=O)(=O)c1ccc(Cl)c(C(=O)NNC(=O)Cn2ccc(C(F)(F)F)n2)c1
i,C[C@H](CO)N1C[C@H](C)[C@@H](CN(C)C(=O)NC2CCCCC2)Oc2ccc(NS(=O)(=O)c3ccc(F)cc3)cc2C1=O
i,COc1ccc2oc(C(=O)NCc3ccccc3CN3CCCC3)c(C)c2c1
i,O=C(C[C@H]1C/C=C\C[C@H](NC(=O)OCC2c3ccccc3-c3ccccc32)C(=O)OC[C@@H]2CCCN2C1=O)NCCO
